Source: PubChem BioAssay (National Center for Advancing Translational Sciences (NCATS))
PTHR1 agonist: PTHR1 (human) receptor agonism; 0.075% of 410,000 active; Q03431; Potency, µM (series often up to 115 µM), for inactives: at the highest dose activation, hits mostly activators; HEK293 GP2 PTHR1 cells, GloSensor cAMP luminescence, 1 h; active = well fitted activation curve with a large enough effect; inconclusive = small, poorly fitted or top-dose-only effect, or another doubt; inactive = no such curve, though single readings can be large or run the other way; note: potency is the fitted concentration of half-maximal effect; nearly all actives have a fitted effect of over 55% in size; some results filed as inactive show a strong effect at the top dose; inactives centre near -15; many of its hits are not listed in these tables
Target sequence (Q03431 whole entry, looked up): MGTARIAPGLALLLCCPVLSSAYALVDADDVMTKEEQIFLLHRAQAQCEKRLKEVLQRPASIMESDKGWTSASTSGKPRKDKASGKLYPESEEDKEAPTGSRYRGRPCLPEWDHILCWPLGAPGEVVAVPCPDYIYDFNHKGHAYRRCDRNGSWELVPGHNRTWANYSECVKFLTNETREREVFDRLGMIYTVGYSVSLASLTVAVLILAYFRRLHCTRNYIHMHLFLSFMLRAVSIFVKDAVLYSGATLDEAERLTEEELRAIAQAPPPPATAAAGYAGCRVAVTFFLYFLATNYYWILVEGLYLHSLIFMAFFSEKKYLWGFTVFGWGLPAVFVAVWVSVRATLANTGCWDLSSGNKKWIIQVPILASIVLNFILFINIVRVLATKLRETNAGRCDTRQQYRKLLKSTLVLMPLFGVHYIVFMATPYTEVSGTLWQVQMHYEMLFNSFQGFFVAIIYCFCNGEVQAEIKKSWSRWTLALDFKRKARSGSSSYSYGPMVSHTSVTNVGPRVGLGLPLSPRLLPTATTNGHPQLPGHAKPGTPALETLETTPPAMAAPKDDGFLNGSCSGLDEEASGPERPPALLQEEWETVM
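HEK-293-derived GP2 cells expressing PTHR1 and a GloSensor cAMP reporter, 3,000/well, plated overnight, given luciferin plus IBMX (each 0.5 mM as added) for 1 h at 37 °C, then compound for 1 h at 37 °C. Luminescence was read after 15 min at room temperature.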
DRD3 agonist: agonists of human D3 dopamine receptor; P35462; D3R DiscoveRx beta-arrestin cells, luminescence, 90 min; max activation, %; 0.58% of 410,000 active; AID 652048; in the data active = max activation above about 30%; note: 0% is about no effect; mostly tested at two doses, the higher about 12 µM
Target sequence (P35462 whole entry, looked up): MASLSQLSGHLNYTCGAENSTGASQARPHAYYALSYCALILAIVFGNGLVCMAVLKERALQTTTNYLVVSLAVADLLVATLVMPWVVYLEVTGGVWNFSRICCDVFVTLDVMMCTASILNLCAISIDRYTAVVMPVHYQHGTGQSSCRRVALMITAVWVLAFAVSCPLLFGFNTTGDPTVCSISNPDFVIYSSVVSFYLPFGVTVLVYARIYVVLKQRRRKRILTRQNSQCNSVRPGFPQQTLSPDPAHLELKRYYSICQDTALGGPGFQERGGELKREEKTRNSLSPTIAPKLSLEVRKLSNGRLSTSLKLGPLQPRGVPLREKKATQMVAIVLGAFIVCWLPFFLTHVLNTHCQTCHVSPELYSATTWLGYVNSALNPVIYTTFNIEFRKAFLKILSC
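Agonist mode: compounds and dopamine controls were applied to plated cells for 90 min at 37 degrees C after an overnight attachment at 1500 cells/well. Luminescent read-out followed 30 - 60 minutes at room temperature with DiscoveRx detection reagent.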
Numbers without * were called inactive; i = inactive; ? = inconclusive; [ ] = dose if it differs, or a comment. The list is partial. The share of hits here may be higher or lower than overall.

SMILES	PTHR1 agonist	DRD3 agonist
COc1ccc2c(c1)c(=O)c(S(=O)(=O)c1ccc(F)cc1)cn2CC(=O)Nc1ccc(C)cc1C	i	-2
Cc1cccc(CCn2c(=O)c3ccccc3n(Cc3cccc(F)c3)c2=O)c1	-22%	-5
COc1cccc(N2CCN(C(=O)c3c(C)oc4ncnc(N5CCOCC5)c34)CC2)c1	-3%	4
CCn1cc(S(=O)(=O)c2ccc(C)cc2C)c(=O)c2cc(F)c(N3CCCC3)cc21	6%	-4
COc1ccc(NC(=O)c2ccc(-c3nc(CSc4ccc(C)cc4)c(C)o3)cc2)cc1Cl	-28%	8
COc1ccccc1NC(=O)CSc1oc(-c2ccc(F)cc2)nc1S(=O)(=O)c1ccc(Br)cc1	i	5
O=C(CSc1ccccc1)NCc1ccc2c(c1)CCN2C(=O)c1ccc(F)cc1	-8%	3
Cc1ccc(NS(=O)(=O)c2ccc3[nH]c4c(c3c2)CCCCCC4)cc1C	-51%[inhibitor]	-2
COc1cccc(NC(=O)C(=O)NCC(c2ccc3c(c2)OCO3)N2CCOCC2)c1 (stereo unspecified)	-16%	-10
CCOC(=O)c1cc2c(=O)n3ccccc3nc2n(C(C)C)c1=NC(=O)c1cc2ccccc2o1	-9%	4
COc1ccccc1CNC(=O)CCCn1c(=O)c2cccn2c2ccccc21	-7%	2
NC(=O)c1ccccc1NC(=O)C1CCCN(c2ncnc3onc(-c4ccc(F)cc4)c23)C1 (stereo unspecified)	i	4
O=C(CSc1ncc2c(n1)-c1ccccc1N(Cc1ccc(Cl)cc1)S2(=O)=O)c1ccccc1	-95%[inhibitor]	-4
Cc1cccc(NC(=O)CSc2nc(-c3cccs3)cc(C(F)(F)F)c2C#N)c1C	?	0
COc1ccc(NC(=O)c2c(NC(=O)COc3ccccc3)sc3c2CCCCC3)cc1	i	-8
Cc1ccc(-c2nc3sccn3c2Nc2ccc(C)c(C)c2)cc1	-13%	7
CC(C)c1ccc(CN(Cc2ccco2)c2cnc(S(C)(=O)=O)nc2C(=O)Nc2ccc(F)cc2)cc1	-19%	8
Cc1c(-c2ccc(Cl)cc2)c(=O)oc2c(CN3CCCC3)c(O)ccc12	-60%[inhibitor]	-21
Cc1cc(C)c(NC(=O)CSc2nc(=O)n(Cc3cccnc3)c3c2CCC3)c(C)c1	-27%	2
CCCCc1nn2c(=O)cc(COC(=O)CNC(=O)c3ccccc3C)nc2s1	-7%	-1
Cc1ccc(Cl)cc1NC(=O)Cn1c(=O)oc2cc(S(=O)(=O)N3CCCC3)ccc21	-43%[inhibitor]	-2
CCOC(=O)c1cc(-c2ccc(OC)cc2)n(CCC(=O)NCc2ccc(OC)cc2)c1C	i	6
CCOC(=O)c1cc(OC(=O)c2ccccc2F)n(-c2ccccc2)n1	i	7
Cc1cccc(CNC(=O)c2ccc3nc(-c4ccccc4)c(-c4ccccc4)nc3c2)c1	-14%	3
COC(=O)c1cc2oc3ccccc3c2n1Cc1ccc(Cl)cc1	i	-14
Cc1ccccc1OCCCCn1nnc2sc3c(c2c1=O)CCC(C)C3 (stereo unspecified)	-18%	0
CCN(C(=O)CSc1nc2ccccc2nc1Cc1ccccc1OC)c1ccccc1	-16%	-13
CCc1ccccc1NS(=O)(=O)c1ccc2oc(=O)c3ncn(C)c3c2c1	-88%[inhibitor]	-4
Fc1ccc(Nc2c(-c3c[nH]c4ccccc34)nc3ccccn23)cc1	-8%	-4
CCOc1ccc(CCNC(=O)c2c3c(nc4ccccc24)C(=O)N(C2CCCCC2)C3)cc1	1%	-2
Cc1ccc(C(=O)Nc2ccccc2)cc1S(=O)(=O)Nc1ccccc1	i	4
COc1cccc(Cn2c(=O)n(-c3ccccc3C)c(=O)c3c2c2cc(C)ccc2n3C)c1	-73%[inhibitor]	-5
COc1cc(NC(=O)Cn2nc(C(F)(F)F)c3c2CCCC3)c(OC)cc1Cl	12%	1
Cc1[nH]c2ccccc2c1C1(O)C(=O)N(Cc2ccccc2)c2ccc(Cl)cc21 (stereo unspecified)	-17%	2
COc1ccc(NC(=O)Nc2nnc(C)s2)cc1	i	6
COc1ccc(OC)c(NC(=O)/C=C/c2ccc(C)o2)c1	-31%	-14
COc1cc(OC)c(NC(=O)CCc2nc(C3=CCN(Cc4cccc(Cl)c4)CC3)no2)cc1Cl	-9%	1
CC(NC(=O)c1ccc2c(c1)CCN2S(=O)(=O)c1ccc(Cl)cc1)c1ccccc1 (stereo unspecified)	i	-13
CCn1cc(C(=O)NCCC(C)C)c(=O)c2cc(S(=O)(=O)N(C)C3CCCCC3)ccc21	-24%	7
COc1ccc(-c2cc(C(F)(F)F)nc(SCC(=O)Nc3ccc(C(C)=O)cc3)n2)cc1	-7%	0
CC1=C(C(=O)Nc2ccc(C)cc2)C(c2ccc(Cl)cc2)n2nnnc2N1 (stereo unspecified)	i	-3
O=C(c1ccc(F)cc1)N1CCc2c([nH]c3ccccc23)C1c1ccc(Cl)cc1 (stereo unspecified)	i	-9
CCCCN(c1ccccc1)S(=O)(=O)c1cc2c3c(c1)C(C)C(=O)N3CCC2 (stereo unspecified)	-18%	-18
CCc1nnc(NC(=O)C(=O)c2cc(C)n(-c3ccccc3)c2C)s1	-20%	-6
O=C(Nc1cccc(C(F)(F)F)c1)C1CCCN(S(=O)(=O)c2cccc3nonc23)C1 (stereo unspecified)	-2%	-15
COc1ccc(-c2nc(C)c(CCNS(=O)(=O)c3ccc(F)cc3)s2)cc1OC	-22%	-3
Cc1ccc(Nc2nc3ccccc3c3nncn23)c(Cl)c1	?	-6
COC(=O)c1c(-c2cccs2)csc1NC(=O)c1cc(OC)cc(OC)c1	-13%	23
CCc1nn(CC(=O)N2CCCCC2)c(=O)c2cc3sc(C)cc3n12	i	6
COc1ccc(CNC(=O)C2CCCN(S(=O)(=O)c3ccc4c(ccn4C)c3)C2)c(OC)c1 (stereo unspecified)	i	3

Next records follow:
SMILES	PTHR1 agonist	DRD3 agonist
COc1ccccc1C(=O)NCc1ccc2c(c1)CCN2C(=O)c1cccc(C)c1	i	-13
CC(C)S(=O)(=O)c1oc(-c2ccc(F)cc2)nc1S(=O)(=O)c1ccc(F)cc1	-45%[inhibitor]	-17
CCOc1ccc(OCC)c(NC(=O)c2nnn(CC(=O)Nc3ccc(C)cc3C)c2N)c1	-7%	7
CCCCN(C)CCCNC(=O)Cn1ncc2c3ccccc3n(Cc3cc(C)ccc3C)c2c1=O	i	-17
COc1ccc(-n2nnc(-c3nc(-c4cccs4)no3)c2N)cc1OC	i	4
CCCC(CCC)C(=O)Nc1cc(-c2cn3cccnc3n2)ccc1OC	i	-1
CCCCn1cc(S(=O)(=O)c2cc(C)ccc2C)c(=O)c2cc(F)c(N3CCC(C)CC3)cc21	i	-18
COc1ccc(-c2nc3ccccc3o2)cc1NC(=O)c1ccc(-c2cccc(Cl)c2C)o1	-16%	4
O=C(Nc1nnc(S(=O)(=O)N2CCCc3ccccc32)s1)c1ccccc1Br	-11%	4
Cc1cc(C)c(Nc2nn3c(=O)c4cc5c(cc4nc3s2)OCO5)c(C)c1	-32%[inhibitor]	5

Sorted by count of non-hydrogen atoms (falling): 11 of the compounds above.
SMILES	PTHR1 agonist	DRD3 agonist
CCCCN(C)CCCNC(=O)Cn1ncc2c3ccccc3n(Cc3cc(C)ccc3C)c2c1=O	i	-17
CCCCn1cc(S(=O)(=O)c2cc(C)ccc2C)c(=O)c2cc(F)c(N3CCC(C)CC3)cc21	i	-18
COc1ccc(-c2nc3ccccc3o2)cc1NC(=O)c1ccc(-c2cccc(Cl)c2C)o1	-16%	4
O=C(Nc1cccc(C(F)(F)F)c1)C1CCCN(S(=O)(=O)c2cccc3nonc23)C1 (stereo unspecified)	-2%	-15
COc1ccccc1C(=O)NCc1ccc2c(c1)CCN2C(=O)c1cccc(C)c1	i	-13
COc1ccc(-c2nc(C)c(CCNS(=O)(=O)c3ccc(F)cc3)s2)cc1OC	-22%	-3
CC(C)S(=O)(=O)c1oc(-c2ccc(F)cc2)nc1S(=O)(=O)c1ccc(F)cc1	-45%[inhibitor]	-17
Cc1cc(C)c(Nc2nn3c(=O)c4cc5c(cc4nc3s2)OCO5)c(C)c1	-32%[inhibitor]	5
COc1ccc(-n2nnc(-c3nc(-c4cccs4)no3)c2N)cc1OC	i	4
CCc1nn(CC(=O)N2CCCCC2)c(=O)c2cc3sc(C)cc3n12	i	6
Cc1ccc(Nc2nc3ccccc3c3nncn23)c(Cl)c1	?	-6

Further compounds
SMILES	PTHR1 agonist	DRD3 agonist
Cc1oc2cc3oc(=O)c(CC(=O)N4CCCCC4)c(C)c3cc2c1C	i	9
CCOC(=O)COc1ccc(CC)cc1C(=O)c1ccn2nc(-c3ccc(Cl)cc3)cc2n1	-1%	2
COc1ccc(Cn2c(C(=O)O)c(CNCC(C)c3ccccc3)c3ccc(OC)cc32)cc1 (stereo unspecified)	i	5
CCC(CC)C(=O)OCc1cc(=O)n2nc(C3CC3)sc2n1	i	45*
COC(=O)c1cc(NC(=O)c2ccc(-c3ccc(Cl)cc3Cl)o2)cc(C(=O)OC)c1	-8%	-5
COc1ccc(NC(=O)CSc2nc(-c3ccc(OC)cc3)cc(=O)[nH]2)cc1	-24%	1
CCOc1cccc(C(=O)Nc2c(C(=O)c3ccc(OC)cc3)oc3ccccc23)c1	-15%	33*
COc1ccc(OC)c(S(=O)(=O)Nc2cc3c(C(C)=O)c(C)oc3c3ccccc23)c1	i	-2
Cc1ccc(CSc2ncc(Cl)c(C(=O)Nc3sc4c(c3C(N)=O)CCCC4)n2)cc1	-48%	14
CCOC(=O)N1CCN(c2ncc3c(n2)CC(c2ccc(OC)c(OC)c2)CC3=O)CC1 (stereo unspecified)	-38%[inhibitor]	4

In another format: 3 of the compounds above.
Molecule,PTHR1 agonist,DRD3 agonist
CCC(CC)C(=O)OCc1cc(=O)n2nc(C3CC3)sc2n1,i,45*
Cc1oc2cc3oc(=O)c(CC(=O)N4CCCCC4)c(C)c3cc2c1C,i,9
COc1ccc(NC(=O)CSc2nc(-c3ccc(OC)cc3)cc(=O)[nH]2)cc1,-24%,1

Next entries:
SMILES	PTHR1 agonist	DRD3 agonist
CCCCNC(=O)CSc1nc2cc3c(cc2c(=O)n1Cc1ccc(C(=O)NCCc2ccc(OC)c(OC)c2)cc1)OCO3	i	9
CCOc1ccc(S(=O)(=O)Nc2ccc3oc(C)c(C(=O)OC(C)C)c3c2)cc1	-17%	-4
COc1ccc(NC(=O)c2oc3ccccc3c2NC(=O)c2cc(=O)c3ccccc3o2)cc1	i	2
CCC(C)NC(=O)Cn1c(=O)n(-c2ccc(Cl)c(Cl)c2)c(=O)c2c(C)c(C(=O)N(CC)CC)sc21 (stereo unspecified)	4%	5
CC(NC(=O)c1cc2sccc2n1Cc1ccc(F)cc1)c1ccccc1 (stereo unspecified)	i	-6
Cc1c(Cl)cccc1Nc1nn2c(=O)c3ccccc3nc2s1	i	-19
O=C(CCC1N=C2c3ccccc3N=C(SCc3ccc(Cl)cc3)N2C1=O)NCc1cccs1 (stereo unspecified)	i	-3
CCc1cccc(C)c1NC(=O)CCS(=O)(=O)c1ccc2c(c1)oc(=O)n2C	i	-12
COC(=O)c1ccccc1NC(=O)c1cnc(Nc2ccc(OC)cc2)c2ccccc12	-16%	7
COC(=O)c1nnn(-c2cccc(C)c2)c1C(=O)OC	-30%	-13
CC(C)(C)C1CCc2c(sc(NC(=O)c3ccccc3F)c2C(=O)NCc2ccco2)C1 (stereo unspecified)	-22%	2
Cc1ccccc1NC(=O)Cn1c(=O)n(CCC(=O)NCc2ccc3c(c2)OCO3)c(=O)c2sccc21	?	5
CCOc1ccc(CNC(=O)c2c(C)nn(-c3ccc(F)cc3)c2-n2cccc2)cc1	-42%[inhibitor]	3
Cc1c(C(=O)OC2CCCCC2)[nH]c2c1C(=O)CC(c1ccc(C(C)(C)C)cc1)C2 (stereo unspecified)	i	7
Cc1ccc(C2=Nc3ccccc3N(CC(=O)NCc3ccccc3Cl)C(=O)C2)cc1C	i	-4
COc1ccccc1Cn1c(CNS(=O)(=O)c2cccc([N+](=O)[O-])c2)nc2cccnc21	-1%	0
CC(C)NC(=O)N1CCN(S(=O)(=O)c2ccc3c(ccn3C)c2)CC1	i	3
CCc1ccccc1NC(=O)C(CCSC)NS(=O)(=O)c1ccc2c(c1)oc(=O)n2C (stereo unspecified)	i	-5
Cc1ccc2ncc(C(=O)c3ccc(C)c(C)c3)c(S(=O)(=O)c3ccc(F)cc3)c2c1	-24%	8
COC(=O)c1cc2oc3ccccc3c2n1Cc1nc(-c2ccccc2Cl)oc1C	-19%	-20
COC(=O)c1nnn(-c2cccc(C)c2)c1N	i	0
COc1ccc(CCN2C(=O)N(c3cccc(OC)c3)C(=O)C2CC(=O)Nc2ccccc2)cc1 (stereo unspecified)	-22%	5
N#C/C(=C\c1ccc(O)cc1)C(=O)NCC1CCCO1 (stereo unspecified)	i	5
COc1ccc(-c2cc(C(F)(F)F)nc(SCCC(=O)Nc3cccc(OC)c3)n2)cc1	-4%	4
COc1ccc(N2CCN(C(CNC(=O)CC(C)C)c3ccc4c(c3)OCO4)CC2)cc1 (stereo unspecified)	-13%	-20
Cn1c(=O)c2c(nc(NCCc3ccccc3)n2Cc2ccc(Cl)c(Cl)c2)n(C)c1=O	i	1
O=C(Nc1ccc(-c2nc3cc(NC(=O)c4ccccc4Cl)ccc3o2)cc1)c1ccccc1Cl	-18%	-5
CC(C)(C)c1ccc(OCC(=O)Nc2c(C(=O)c3ccc(F)cc3)oc3ccccc23)cc1	-9%	8
Cc1cccc(-n2c(Cc3ccccc3)nnc2SCc2nc(-c3cccs3)no2)c1	-20%	1
